Assay outcomes deposited in PubChem BioAssay by National Center for Advancing Translational Sciences (NCATS).
S2 tox – cell viability loss in ATXN counter-screen; S2 cells (HEK-293 line with an ATXN2-luciferase reporter) viability, CellTiter-Fluor protease fluorescence, 24 h; Potency, µM (top dose mostly 56.7 µM), most hits filed as cytotoxic; hit rate 0.49% among 400,000; further: potency means the concentration at half of the fitted maximal effect; nearly all actives have a fitted effect of over 40% in size
CCT modulator – cytosolic chaperonin activity modulation | purified chaperonin ATPase assay, HTRF ADP detection, 30 min | activity change, % (no concentration beside the values), hits read low | hit rate 0.3% among 360,000 | AID 651819; in the data active means activity change below about -30%; further: on the % scale 0 is the no-effect control and ±100 the full control effect
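Enzyme 40 or 20 nM (batch-dependent) in Tris pH 7.4/KCl/MgCl2/DTT; cpd 76 uM single point; ATP 10 uM; 30 min 37 °C; Transcreener ADP HTRF detection, 30 min RT; ratio 665/615.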
Mm-Cpn inhibitor – M. maripaludis TRiC chaperonin inhibition; purified Mm-Cpn ATPase, ADP Transcreener TR-FRET; Potency, µM (top dose mostly 76.9 µM), for inactives: at the highest dose activity, negative = inhibition, most hits filed as inhibitors; hit rate 0.031% among 330,000; further: potency means the concentration at half of the fitted maximal effect; on the % scale 0 is the no-effect control and ±100 the full control effect; nearly all actives have a fitted effect of over 80% in size
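ATPase turnover read by TR-FRET ADP competition (Eu cryptate antibody/ADP-d2, 665/590 nm): 10uM ATP final, 25nM Mm-CPN final, 30 min 37degC after 10-min compound preincubation, pH 7.4 Tris/KCl/MgCl2/DTT buffer.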
A549 tox – A549 cytotoxicity, counter-screen for Nrf2 inhibitors; A549 ARE-Fluc cells, CellTiter-Fluor viability, 18-24 h; Potency, µM (top dose mostly 46 µM), without a hit: at the highest dose activity change, negative = cytotoxicity, usual class: inhibitors; hit rate 0.16% among 390,000; AID 504648; further: potency means the concentration at half of the fitted maximal effect; on the % scale 0 is the no-effect control and ±100 the full control effect
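A549 ARE_Fluc cells in 5% FBS OPTI-MEM were exposed to compounds in concentration-response for 18-24 h at 37 deg C. Viability was read by CellTiter-Fluor fluorescence (Ex 405/Em 525) after 30 min, before the luciferase read.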
Nrf2 block – inhibitors of Nrf2 signaling; A549 ARE-Fluc reporter, luciferase luminescence, 18-24 h; Potency, µM (highest dose often 46 µM), for the others: top-dose activity change, negative = inhibition, most hits filed as inhibitors; hit rate 2.1% among 360,000; further: potency means the concentration at half of the fitted maximal effect; on the % scale 0 is the no-effect control and ±100 the full control effect; nearly all actives have a fitted effect of over 60% in size
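Concentration-response testing used A549 ARE_Fluc cells at 5000 cells/well. Following an 18-24 h compound incubation, viability was read by fluorescence (Ex 405/Em 525) and luciferase output by luminescence.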
Akt phos inh – blocks phosphorylation of Akt | Neuro2A IGF-stimulated pAkt S473 HTRF, 20 min; hits give low values | activity change, % for hits at 50 µM | hit rate 0.32% among 360,000 | AID 651550; in the data active means activity change below about -80%; inconclusive means mostly about -51% to -80%; further: on the % scale 0 is the no-effect control and ±100 the full control effect
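Single-point screen (50 µM final compound) in Neuro2A cells stimulated 20 min with 6 nM IGF at 37 deg C. After lysis, Ser473-phosphorylated Akt read by HTRF (ex 330 nm, em 615/665 nm) as the 665/615 ratio.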
Nrf2 activator – Nrf2 pathway activation. AREc32 ARE-luciferase reporter (MCF7-derived line), luminescence, 24 h. Potency, µM (titrated, usually from 46.1 µM), without a hit: at the top dose activation, usual class: activators. hit rate 0.31% among 410,000; further: potency means the concentration at half of the fitted maximal effect; % of control where 0% means no effect; nearly all actives have a fitted effect of over 65% in size
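Reporter line AREc32 (ARE-Fluc), seeded overnight in OPTI-MEM with 5% FBS; compound pin-transferred, 24 hr at 37 deg C, 5% CO2; luminescent read-out.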
HepG2 viability – kills HepG2 cells in TGF-b inhibitor counter-screen. AID 588856. Potency, µM (series often up to 46.1 µM), without a hit: at the top dose activity change, negative = cytotoxicity, hits mostly cytotoxic. HepG2 CAGA-GFP viability, ATP luminescence, 18 h. hit rate 0.76% among 410,000; further: potency means the concentration at half of the fitted maximal effect; some results filed as inactive show a strong effect at the top dose
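CellTiter-Glo luminescence gave cytotoxicity after 18 hours at 37 degrees C. The cells were HepG2 CAGA-GFP in 1% FBS DMEM, stimulated with 500 pg/mL TGF-beta after compound addition. %Activity was normalised to no-cell wells (complete cell-killing) and DMSO (no toxicity), and curves were fitted and classified.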
TGFb SMAD3 inh – blocks TGF-b signaling. hit rate 1.2% among 410,000. HepG2 CAGA-GFP TGF-b/SMAD3 reporter, GFP fluorescence, 18 h; TGF-beta stimulated, 500 pg/mL final. AID 588855. Potency, µM (top dose mostly 46.1 µM), without a hit: at the highest dose activity, negative = inhibition, usual class: inhibitors; further: potency means the concentration at half of the fitted maximal effect; on the % scale 0 is the no-effect control and ±100 the full control effect; nearly all actives have a fitted effect of over 65% in size
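Read-out: total well GFP (ex488/em500-530) summed from mean per-cell fluorescence. Cells: HEPG2 CAGA-GFP, 1% FBS DMEM, 18 h at 37 degrees C with 500 pg/mL final TGF-beta. Unstimulated wells served as the full-inhibition control; stimulated DMSO wells = 0%.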
* hit, by the source's call; i = inactive; u = inconclusive; x = not tested or not shown; [ ] = another dose, or the depositor's remark. Unless noted, the call rests on the fitted dose curve; in most records, active means well fitted curve in the direction sought with a large enough effect; inconclusive means small, poorly fitted or top-dose-only effect, or another doubt; inactive means no such curve, though single readings can be large; an effect the other way counts as inactive or inconclusive. Hits appear at their usual frequency; 4.4% or so of the library scored in one or more.

The opening 8 entries as a preview:
SMILES	S2 tox	CCT modulator	Mm-Cpn inhibitor	A549 tox	Nrf2 block	Akt phos inh	Nrf2 activator	HepG2 viability	TGFb SMAD3 inh
CCOC(=O)c1ccc(NC(=O)CSc2nnc(CC)o2)cc1	i	1.0	-5%	1%	2%	i	-0.2%	-1%	-1%
COc1cc(/C=C(\C#N)c2nc3ccccc3n2C)cc(OC)c1OC	i	x	x	-5%	-18%	x	7.6%	-26%	-18%
Cc1cc(C)n(CC(O)COc2ccc(C(C)(C)C)cc2)n1 (configuration not stated)	u	-0.7	0%	1%	7%	x	0.1%	-37%	-17%
COc1ccc(-c2ccc(CN3C(C(C)C)C(=O)N(Cc4cn(Cc5ccco5)nn4)CCS3(=O)=O)cc2)cc1OC (configuration not stated)	u	-0.9	x	x	x	i	4.0%	2%	7%
Cc1ccc(S(=O)(=O)N2C(=O)CCC2C(=O)O/N=C(\N)c2ccc([N+](=O)[O-])cc2)cc1 (configuration not stated)	i	-0.7	0%	0%	-10%	i	-0.6%	4%	9%
Cc1nn(-c2ccc(Cl)cc2)c2[nH]c(CCl)cc(=O)c12	i	-0.5	-2%	0%	5%	i	8.7%	-16%	u
O=C(Nc1ccc2oc(-c3cccnc3)nc2c1)c1cccnc1	u	8.7	u	-1%	-22%	i	0.2%	-1%	-1%
CCn1c(SCc2nc3ccccc3s2)nc2cc(S(=O)(=O)N3CCOCC3)ccc21	i	-1.9	x	5%	7%	i	3.6%	8%	0%

All compounds of this part, previewed entries included:
SMILES	S2 tox	CCT modulator	Mm-Cpn inhibitor	A549 tox	Nrf2 block	Akt phos inh	Nrf2 activator	HepG2 viability	TGFb SMAD3 inh
CCOC(=O)c1ccc(NC(=O)CSc2nnc(CC)o2)cc1	i	1.0	-5%	1%	2%	i	-0.2%	-1%	-1%
COc1cc(/C=C(\C#N)c2nc3ccccc3n2C)cc(OC)c1OC	i	x	x	-5%	-18%	x	7.6%	-26%	-18%
Cc1cc(C)n(CC(O)COc2ccc(C(C)(C)C)cc2)n1 (configuration not stated)	u	-0.7	0%	1%	7%	x	0.1%	-37%	-17%
COc1ccc(-c2ccc(CN3C(C(C)C)C(=O)N(Cc4cn(Cc5ccco5)nn4)CCS3(=O)=O)cc2)cc1OC (configuration not stated)	u	-0.9	x	x	x	i	4.0%	2%	7%
Cc1ccc(S(=O)(=O)N2C(=O)CCC2C(=O)O/N=C(\N)c2ccc([N+](=O)[O-])cc2)cc1 (configuration not stated)	i	-0.7	0%	0%	-10%	i	-0.6%	4%	9%
Cc1nn(-c2ccc(Cl)cc2)c2[nH]c(CCl)cc(=O)c12	i	-0.5	-2%	0%	5%	i	8.7%	-16%	u
O=C(Nc1ccc2oc(-c3cccnc3)nc2c1)c1cccnc1	u	8.7	u	-1%	-22%	i	0.2%	-1%	-1%
CCn1c(SCc2nc3ccccc3s2)nc2cc(S(=O)(=O)N3CCOCC3)ccc21	i	-1.9	x	5%	7%	i	3.6%	8%	0%
COc1ccc(C(=O)NCC(c2ccco2)N2CCCC2)cc1S(=O)(=O)N1CCCCC1C (configuration not stated)	i	-2.8	2%	-1%	-8%	i	4.6%	-10%	-11%
Cc1ccc(NS(=O)(=O)c2ccc(N3C(=O)CCC3=O)cc2)cc1	i	-1.4	1%	-4%	11%	i	-0.2%	1%	-2%
CCN1CCN(c2ccc(NC(=O)c3cc(OC)c(OC)c(OC)c3)cc2)CC1	i	-1.9	-6%	12%	5%	i	6.0%	0%	1%
COc1ccc(OC)c(NC(=O)CN2c3cccc4cccc(c34)S2(=O)=O)c1	i	0.1	u	1%	u	i	1.7%	-17%	-1%
CCCC[C@@]1(C2CCCC2)Cc2cc(OCC(=O)O)c(Cl)c(Cl)c2C1=O	i	-0.1	-1%	-6%	-6%	i	3.3%	-9%	u
CCCN(CCC)CCNc1c(N2CCN(C(=O)OCC)CC2)c(=O)c1=O	i	-1.6	1%	-13%	0%	i	0.6%	-9%	4%
Cc1ccc(S(=O)(=O)c2c(O)cc(C)c(NS(=O)(=O)c3ccc(Br)cc3)c2C)cc1	i	x	x	-8%	-17%	x	0.8%	-56%	u
COCCCNC(=O)CC(NS(=O)(=O)c1ccc(OC)cc1)c1ccc(OC)cc1 (configuration not stated)	u	0.0	4%	-5%	12%	i	-0.1%	-13%	4%
O=C(O)CCc1ccc(-c2ccccc2)n1NC(=O)c1cccs1	i	0.1	1%	0%	-18%	i	-0.6%[9.22 µM]	-9%	-4%
O=C(NOC(=O)c1ccccc1Cl)c1cccs1	x	-0.6	-5%	-13%	7%	x	0.1%	-14%	5%
CN(C)C(CNC(=O)C1CC(=O)N(Cc2ccccc2)C1)c1ccccc1 (configuration not stated)	i	-3.9	-2%	1%	27%	i	2.6%	-14%	u
O=C(c1ccc(F)cc1)C1CCN(C(=O)Nc2ccc(F)cc2F)CC1	i	-0.5	1%	2%	-26%	i	-0.6%	3%	-1%
COc1ccc(NC(=O)CC(C(=O)O)N2CCCCC2)cc1 (configuration not stated)	i	1.9	1%	-1%	-3%	i	-0.6%	-23%	6%
COc1ccc(NC(=O)CN(c2cccc(C)c2C)S(=O)(=O)c2ccccc2)cc1OC	i	x	x	2%	-3%	x	3.3%	-30%	-12%
O=S(Cc1ccccc1)c1ccccc1 (configuration not stated)	i	-4.5	x	3%	-13%	i	0.1%	8%	1%
Cc1ccc(-c2csc(SCC(=O)c3c(N)n(C4CC4)c(=O)[nH]c3=O)n2)cc1	i	-0.2	2%	1%	u	i	0.6%	-6%	-12%
COc1cc(OC)cc(C(=O)NC2CC3CCC(C2)N3Cc2ccco2)c1 (configuration not stated)	i	-1.3	-4%	-3%	-3%	i	-2.0%	-41%	8%
The list continues.
SMILES	S2 tox	CCT modulator	Mm-Cpn inhibitor	A549 tox	Nrf2 block	Akt phos inh	Nrf2 activator	HepG2 viability	TGFb SMAD3 inh
Cc1ccc(SCC2=NNC(=O)C2)cc1	i	2.6	2%	x	9%	i	0.1%	3%	9%
COc1ccc(NC(=O)/C(=C\c2ccncc2)NC(=O)c2ccccc2)cc1	i	-1.9	0%	1%	12%	i	0.0%	3%	8%
CC1=C(C(=O)OCCC(C)C)C(c2ccc3c(c2)OCO3)NC(=O)N1 (configuration not stated)	u	0.3	0%	-3%	u	i	3.0%	-31%	-17%
CN(C)c1ccc(N2C(=NC(=O)CC3CCCCC3)SC3CS(=O)(=O)CC32)cc1 (configuration not stated)	i	1.0	1%	2%	-8%	i	0.0%	-1%	4%
CCOC(=O)c1cc(C#N)c(Nc2ccccc2OC)nc1C(F)(F)F	x	1.2	-1%	9%	17%	i	-0.7%	-11%	-1%
CC(NCc1ccccc1O)c1ccccc1 (configuration not stated)	u	1.9	2%	0%	0%	i	-0.5%	-3%	1%
Cn1c(=O)cc(C(=O)N/N=C/c2ccc(Cl)cc2)[nH]c1=O	i	0.3	-3%	5%	u	i	-1.1%	20%	1%
COc1ccc(CN2CC(C(=O)NCCCOC(C)C)CC2=O)cc1 (configuration not stated)	i	-1.2	1%	-5%	2%	i	-0.3%	-6%	14%
Nc1cc(C(=O)c2ccccc2)ccc1[N+](=O)[O-]	i	-1.5	-2%	-8%	8%	i	0.3%[9.22 µM]	5%	9%
COc1ccc(/C=C/C(=O)O)cc1COc1cccc(C)c1	i	-3.3	1%	12%	7%	i	0.0%	13%	-5%
CCOC(=O)N1CCC(N2C(=O)c3ccc(C(=O)NCc4ccco4)cc3C2=O)CC1	i	-2.0	0%	-3%	-1%	i	6.8%	0%	-4%
O=C(CN1C(=O)NC2(CCCCC2)C1=O)Nc1cc(C(F)(F)F)ccc1N1CCOCC1	i	-2.0	0%	2%	-15%	i	0.3%	5%	23%
CC(=O)Nc1cnn(Cc2ccc(Br)cc2)c1	i	0.3	1%	1%	9%	i	0.4%	2%	-13%
Cc1ccccc1COCCN1CCN(S(=O)(=O)c2ccccc2)CCC1=O	i	0.9	-1%	12%	-3%	i	0.0%	-3%	u
Cc1cc(C)c(C(N)=O)c(SCC(=O)c2cc(C)n(-c3cc(C)on3)c2C)n1	i	-0.1	-1%	-12%	2.3µM*	i	0.0%	-2%	-19%
CCOC(=O)CSc1nc2c(c(=O)[nH]c(=O)n2C)n1C/C=C(/C)Cl	i	-1.3	2%	-2%[1.84 µM]	8%	i	0.0%	-21%	-2%
CCN(Cc1ccccc1)C(=O)CN1C(=O)CSc2ccc(S(=O)(=O)N(CC)CC)cc21	i	x	x	-12%	-7%	x	-1.1%	5%	-13%
CCOC(=O)N1CCN(c2ncnc3scc(-c4ccccc4)c23)CC1	i	-3.5	-6%	14%	-24%	i	8.2%	-22%	-16%
CC1Cc2cc(/C(O)=C3/C(=O)C(=O)N(CCCn4ccnc4)C3c3cccc([N+](=O)[O-])c3)ccc2O1 (configuration not stated)	i	-0.3	-5%	6%	9%	i	-0.4%	0%	18%
Cc1ccc(N=C2NC(=O)C(CO)(CO)S2)cc1	u	-5.0	-2%	2%	28%	i	0.0%	-3%	3%
CC(C)CCN(CCC(C)C)C(=O)Cc1c(O)c2ccccc2[nH]c1=O	i	1.6	-2%	1%	0%	i	-0.9%	1%	19%
Cc1nnc(NC(=O)C2CCN(S(=O)(=O)c3ccc(F)c(Cl)c3)CC2)o1	i	0.8	1%	2%	-16%	i	2.1%	-22%	-10%
COc1ccccc1NS(=O)(=O)c1cccc(C(=O)NCC(c2cccs2)N(C)C)c1 (configuration not stated)	i	-3.6	x	0%	u	i	2.6%	-20%	-16%
